E coli growth: bacterial growth inhibition, counter-screen for AddAB inhibitors; E. coli V3065 growth, OD600 absorbance, 18 h; inhibition, % at 11.9 µM; actives 0.27% (n = 330,000);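 active = inhibition above the campaign's mean inhibition across all tested compounds plus 3 SD, cut at about 9.9% in these data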;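 note: uninfected addAB+ strain grown without phage in ampicillin broth; 0% = DMSO wells and 100% = ciprofloxacin 0.95 µg/ml wells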
AddAB inh: less growth of phage-infected E. coli with AddAB. actives 0.29% (n = 330,000). E. coli expressing H. pylori AddAB, absorbance growth. inhibition, % at 11.9 µM. AID 435030; in the data active = inhibition above about 12%;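 note: 0% = vehicle wells of infected cells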
DSG3 Ab inh: human desmoglein-3 autoantibody binding inhibition; P32926; DSG3-coupled beads, scFv-anti-DSG3-GFP binding, flow cytometry; hits give low values; binding (percent of control), % at 10 µM; actives 0.48% (n = 310,000); AID 588358;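 active = binding more than 3 SD below its plate's average and above zero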;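 note: hits lower antibody fragment binding to DSG3; some compounds called inactive have numbers as strong as hits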
Target sequence (P32926 whole entry, looked up, the tested form may be a part): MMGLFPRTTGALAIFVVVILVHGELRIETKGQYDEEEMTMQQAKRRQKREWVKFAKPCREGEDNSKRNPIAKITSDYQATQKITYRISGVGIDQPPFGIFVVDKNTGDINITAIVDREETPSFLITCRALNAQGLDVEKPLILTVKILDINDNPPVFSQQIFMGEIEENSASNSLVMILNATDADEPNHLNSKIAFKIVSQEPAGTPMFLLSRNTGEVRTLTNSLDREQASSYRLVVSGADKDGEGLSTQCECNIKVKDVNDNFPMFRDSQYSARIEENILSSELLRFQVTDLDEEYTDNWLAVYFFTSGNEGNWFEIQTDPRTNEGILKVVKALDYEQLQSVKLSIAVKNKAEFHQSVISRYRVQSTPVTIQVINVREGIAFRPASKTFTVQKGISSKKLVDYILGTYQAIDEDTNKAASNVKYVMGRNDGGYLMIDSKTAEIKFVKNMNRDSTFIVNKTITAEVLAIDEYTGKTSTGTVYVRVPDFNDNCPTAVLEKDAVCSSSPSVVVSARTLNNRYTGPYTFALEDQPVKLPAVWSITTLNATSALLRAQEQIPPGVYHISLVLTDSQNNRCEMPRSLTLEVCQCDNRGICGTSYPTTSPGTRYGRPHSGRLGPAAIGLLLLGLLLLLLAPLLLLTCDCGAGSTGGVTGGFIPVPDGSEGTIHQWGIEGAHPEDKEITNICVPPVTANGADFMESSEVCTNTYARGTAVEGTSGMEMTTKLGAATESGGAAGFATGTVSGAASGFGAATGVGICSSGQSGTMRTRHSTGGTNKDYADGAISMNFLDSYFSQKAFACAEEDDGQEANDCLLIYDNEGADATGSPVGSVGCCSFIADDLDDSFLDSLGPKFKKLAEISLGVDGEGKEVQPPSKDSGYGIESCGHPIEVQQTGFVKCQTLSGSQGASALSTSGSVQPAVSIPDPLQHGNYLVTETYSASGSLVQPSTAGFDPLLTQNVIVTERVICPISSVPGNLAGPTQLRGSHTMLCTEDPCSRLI
Tat transport: E. coli Tat transport inhibition; E. coli MC4100 TorA-mCherry Tat export, fluorescence; inhibition, % at 10 µM; actives 0.036% (n = 340,000);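 active = mean replicate inhibition at least 50% and at least half of replicates individually reaching 50%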;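 note: exported cargo escapes ClpAP degradation while cytoplasmic cargo is degraded and loses fluorescence; 0% = median of neutral control wells and 100% = median of NaSCN control wells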
Mot1-301 SUMO: SUMOylation pathway inhibition by Mot1-301 growth rescue. AID 2716. actives 1% (n = 320,000). growth rescue, % at 18.8 µM. S. cerevisiae Mot1-301 growth rescue, ATP luminescence, 38.5C; percent above DMSO median, 100 means doubled;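 active = every valid replicate shows activation above 250% relative to neutral control wells; inactive = the rest, any valid replicate at or below 250%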;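 note: OY570 slx delta 5 strain wells were the positive control but not used for scaling; some compounds called inactive have numbers as strong as hits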
Arr AP2 block: human beta-arrestin and AP2 interaction inhibition; FITC-arrestin peptide / GST-AP2 beads, flow cytometry; AP2 beta2 appendage carries R879A mutation; inhibition, % at 10 µM; actives 0.31% (n = 340,000); AID 504490;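 active = inhibition above a set limit, near 3 SD of compounds lacking own fluorescence, cut at about 54% in these data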;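 note: plate controls were DMSO wells for no effect and 5 µM unlabelled arrestin peptide for full effect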
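Measured by: flow cytometry, FL1 (488/535 nm); Material: AP2 appendage R879A on GSH beads; Evaluation: percent response; Timing: pre-incubation 12 min, peptide binding 1 h, room temperature; Also added: 50 nM FITC-arrestin peptide; Medium: PBS with 0.05% Tween 20 and 0.1% BSA.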
OPRM1-OPRD1 inv: mu-delta opioid heterodimer inverse agonism. P35372+P41143. cell-based MOR-DOR heterodimer luminescence. inhibition, % at 9.3 µM. actives 0.21% (n = 340,000). AID 504357; in the data active = inhibition above about 22%, passing the limit was not always enough;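 note: 0% = cells with DMSO and 100% = wells without cells with DMSO; values of inactives mirror those of a sister screen read the other way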
PKA-R1A activ: activates the PKA-R1A holoenzyme complex; PKA-R1A dissociation, Cy5-IP20 fluorescence polarization; scaled: DMSO 0%, 113 µM cGMP 100%; activation, % at 11.4 µM; actives 0.083% (n = 340,000);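 active = percent activation above the mean of all tested compounds plus 3 SD, cut at about 19% in these data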;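 note: higher means more PKAc released from R1A so a rise in polarization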
phage Ecoli inh: E. coli growth loss with phage present. actives 0.26% (n = 360,000). inhibition, % at 11.9 µM. AID 651602. growth absorbance; in the data active = inhibition above about 11%
MOR-DOR ag: agonists of human mu-delta opioid receptor heterodimerization; P35372+P41143; cells, OPRM1-OPRD1 heterodimerization, luminescence; activation, % at 9.3 µM; actives 0.3% (n = 340,000); in the data active = activation above about 18%;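 note: 0% = vehicle-treated cells and 100% = reference agonist; values of inactives mirror those of a sister screen read the other way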
PfHsp90 set2: reduces growth (ATP signal) of yeast expressing P. falciparum Hsp90; S. cerevisiae expressing PfHsp90, BacTiter-Glo ATP, 48 h; yeast lacking PDR1 and PDR3 efflux regulators; inhibition, % at 9.4 µM; actives 0.32% (n = 310,000); AID 504621;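 active = every replicate shows inhibition above about 80%, whatever the replicate mean, limit read from the data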;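 note: 0% = DMSO neutral controls and 100% = 20 µM radicicol positive controls; yeast relying on Plasmodium falciparum Hsp90 in place of its own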
An asterisk follows results filed as active.

`Cn1c(SCC(=O)N2CCN(S(=O)(=O)c3ccc(Cl)cc3)CC2)nc2ccccc21` gave E coli growth -0.4, AddAB inh 1.6, Tat transport 3, Mot1-301 SUMO 425, Arr AP2 block -11, OPRM1-OPRD1 inv 0, PKA-R1A activ -6, phage Ecoli inh 3.1 and MOR-DOR ag -0.1.
`Cc1ccc(OCCCC(=O)N2CCN(S(=O)(=O)c3cccc(F)c3)CC2)cc1` gave E coli growth 1.6, AddAB inh 5.3, DSG3 Ab inh 100, Tat transport 8, Mot1-301 SUMO -4, Arr AP2 block 2, OPRM1-OPRD1 inv -25, PKA-R1A activ -16, phage Ecoli inh 1.5, MOR-DOR ag 3.6 and PfHsp90 set2 13.
For O=C(OCC(=O)N(C1CCCCC1)C1CCCCC1)c1ccncc1 the results were E coli growth -0.9, AddAB inh 0.5, DSG3 Ab inh 99, Tat transport -5, Mot1-301 SUMO -8, Arr AP2 block -4, OPRM1-OPRD1 inv -3, PKA-R1A activ -4, phage Ecoli inh 0.9, MOR-DOR ag 0.5 and PfHsp90 set2 26.
Cc1ccc(C(c2nnnn2Cc2ccccc2)N2CCN(Cc3ccccc3)CC2)cc1 (stereo not drawn) was read as E coli growth 3.1, AddAB inh 0.2, Tat transport 10, Mot1-301 SUMO -12, Arr AP2 block 6, OPRM1-OPRD1 inv -2, PKA-R1A activ 2, phage Ecoli inh 2.2, MOR-DOR ag 0.3 and PfHsp90 set2 -9.
For CC(=O)Nc1ccc(NC(=O)c2cccc(-c3cc4ccccc4oc3=O)c2)cc1 the results were E coli growth -1.4, AddAB inh -4.3, Tat transport 2, Mot1-301 SUMO 14, Arr AP2 block -17, OPRM1-OPRD1 inv -6, PKA-R1A activ -5, phage Ecoli inh 1.0, MOR-DOR ag 1.3 and PfHsp90 set2 16.
For Cc1ccc2cc(CN(CCCN3CCOCC3)C(c3nnnn3Cc3ccco3)C(C)C)c(=O)[nH]c2c1C (stereo not drawn) the results were E coli growth -5.2, AddAB inh 0.1, DSG3 Ab inh 98, Tat transport 7, Mot1-301 SUMO 7, Arr AP2 block 4, OPRM1-OPRD1 inv -34, PKA-R1A activ -6, phage Ecoli inh 2.0, MOR-DOR ag 6.1 and PfHsp90 set2 -18.
COc1cccc(OCc2cc(/C=N/NC(=O)c3nc(Cl)c(Cl)c(N)c3Cl)ccc2OC)c1 was read as E coli growth -2.0, AddAB inh -0.6, DSG3 Ab inh 93, Tat transport -5, Mot1-301 SUMO 50, Arr AP2 block -10, OPRM1-OPRD1 inv 1, PKA-R1A activ -4, phage Ecoli inh 1.8, MOR-DOR ag -0.3 and PfHsp90 set2 -110.
Screening NC(=O)CC(NC(=O)Cc1ccc(Br)cc1)c1ccc(N2CCN(c3ccc(F)cc3)CC2)c([N+](=O)[O-])c1 (stereo not drawn) returned E coli growth -0.9, AddAB inh 3.2, DSG3 Ab inh 98, Tat transport -2, Mot1-301 SUMO 8, Arr AP2 block 0, OPRM1-OPRD1 inv -6, PKA-R1A activ -5, phage Ecoli inh 1.9, MOR-DOR ag 1.0 and PfHsp90 set2 -22.
CCCc1cc(=O)oc2cc(OCC(=O)NCCCN3CCCC3=O)ccc12 was read as E coli growth 1.9, AddAB inh 4.2, DSG3 Ab inh 104, Tat transport -3, Mot1-301 SUMO 10, Arr AP2 block 5, OPRM1-OPRD1 inv 17, PKA-R1A activ 5, phage Ecoli inh -1.1, MOR-DOR ag -3.4 and PfHsp90 set2 -9.
Screening Cc1c(CN2CCCCC2)c(O)n(CCCO)c(=O)c1C#N returned E coli growth -1.9, AddAB inh -2.5, DSG3 Ab inh 97, Tat transport -6, Mot1-301 SUMO -5, Arr AP2 block 8, OPRM1-OPRD1 inv -4, PKA-R1A activ -1, phage Ecoli inh 0.5, MOR-DOR ag 0.7 and PfHsp90 set2 4.
`COc1cc(CNC(C)(C)CO)ccc1OCC(=O)NC(C)(C)C` gave E coli growth -3.1, AddAB inh 1.7, DSG3 Ab inh 102, Tat transport -11, Mot1-301 SUMO 115, Arr AP2 block 22, OPRM1-OPRD1 inv 7, PKA-R1A activ -2, phage Ecoli inh -0.3, MOR-DOR ag -1.4 and PfHsp90 set2 10.
CCCc1cc(=O)n2[nH]c(C)c(-c3ccc(Cl)cc3)c2n1 was read as E coli growth -7.2, AddAB inh -5.4, DSG3 Ab inh 100, Tat transport 1, Mot1-301 SUMO 3, Arr AP2 block 6, OPRM1-OPRD1 inv 18, PKA-R1A activ -5, phage Ecoli inh -4.8, MOR-DOR ag -3.9 and PfHsp90 set2 -2.
`c1ccc(Oc2nc(N3CCOCC3)nc(N3CCOCC3)n2)cc1` gave E coli growth -2.2, AddAB inh 2.1, DSG3 Ab inh 100, Tat transport 7, Mot1-301 SUMO -26, Arr AP2 block 5, OPRM1-OPRD1 inv -1, PKA-R1A activ 0, phage Ecoli inh 0.9, MOR-DOR ag 0.2 and PfHsp90 set2 -8.
`Nc1nc(SCC(=O)NCC2CCCO2)[nH]c(=O)c1NC(=O)c1ccco1` (stereo not drawn) gave E coli growth -0.5, AddAB inh 0.2, DSG3 Ab inh 100, Tat transport -6, Mot1-301 SUMO -12, Arr AP2 block 5, OPRM1-OPRD1 inv 13, PKA-R1A activ 1, phage Ecoli inh 2.5, MOR-DOR ag -2.2 and PfHsp90 set2 -19.
`CN(Cc1ccccc1)S(=O)(=O)c1ccc(Cl)c(C(=O)N2CCC2)c1` gave E coli growth -1.1, AddAB inh 1.6, Tat transport -12, Mot1-301 SUMO -4, Arr AP2 block 4, OPRM1-OPRD1 inv 7, PKA-R1A activ -10, phage Ecoli inh 2.8, MOR-DOR ag -1.6 and PfHsp90 set2 9.
Screening O=[N+]([O-])c1ccc(Nc2ccccn2)c([N+](=O)[O-])c1 returned E coli growth -1.6, AddAB inh -0.4, DSG3 Ab inh 97, Tat transport -5, Mot1-301 SUMO 14, Arr AP2 block 18, OPRM1-OPRD1 inv -53, PKA-R1A activ -2, phage Ecoli inh -2.4, MOR-DOR ag 9.8 and PfHsp90 set2 12.
`CC(C)(C)/C(O)=C/c1nc2ccccc2[nH]c1=O` gave E coli growth 1.5, AddAB inh 3.9, DSG3 Ab inh 95, Tat transport -4, Mot1-301 SUMO -3, Arr AP2 block 31, OPRM1-OPRD1 inv 0, PKA-R1A activ 3, phage Ecoli inh 4.8, MOR-DOR ag 0.0 and PfHsp90 set2 -18.
For CC(C)=CCC/C(C)=C/CNC(=O)CC1C[C@H](C(=O)N2CCOCC2)[C@@]2(C)c3[nH]c4ccccc4c3CCN2C1=O (stereo partly drawn) the results were E coli growth -0.5, AddAB inh 1.7, DSG3 Ab inh 105, Tat transport 23, Mot1-301 SUMO 0, Arr AP2 block -11, OPRM1-OPRD1 inv 7, PKA-R1A activ 7, phage Ecoli inh 0.4, MOR-DOR ag -1.5 and PfHsp90 set2 11.
`N#Cc1cnc(N)c(Br)c1` gave E coli growth -1.2, AddAB inh 1.6, DSG3 Ab inh 99, Tat transport -5, Mot1-301 SUMO -4, Arr AP2 block -14, OPRM1-OPRD1 inv 9, PKA-R1A activ -1, phage Ecoli inh 2.3, MOR-DOR ag -1.8 and PfHsp90 set2 -3.
`CCNC(=S)Nc1cc(C)ccn1` gave E coli growth -2.3, AddAB inh 1.4, Tat transport 3, Mot1-301 SUMO 1, Arr AP2 block -49, OPRM1-OPRD1 inv 10, PKA-R1A activ 3, phage Ecoli inh 2.8, MOR-DOR ag -1.9 and PfHsp90 set2 -2.

Structures above with an aryl thioether with sulfur outside any ring:
`Cn1c(SCC(=O)N2CCN(S(=O)(=O)c3ccc(Cl)cc3)CC2)nc2ccccc21` gave E coli growth -0.4, AddAB inh 1.6, Tat transport 3, Mot1-301 SUMO 425, Arr AP2 block -11, OPRM1-OPRD1 inv 0, PKA-R1A activ -6, phage Ecoli inh 3.1 and MOR-DOR ag -0.1.
`Nc1nc(SCC(=O)NCC2CCCO2)[nH]c(=O)c1NC(=O)c1ccco1` (stereo not drawn) gave E coli growth -0.5, AddAB inh 0.2, DSG3 Ab inh 100, Tat transport -6, Mot1-301 SUMO -12, Arr AP2 block 5, OPRM1-OPRD1 inv 13, PKA-R1A activ 1, phage Ecoli inh 2.5, MOR-DOR ag -2.2 and PfHsp90 set2 -19.

(further entries)
CCN(C[C@H]1N[C@@](Cc2ccccc2)(C(=O)OC)[C@H]2C(=O)N(Cc3ccccc3)C(=O)[C@@H]12)S(=O)(=O)c1ccc(OC)cc1 was read as E coli growth -1.8, AddAB inh 4.7, DSG3 Ab inh 95, Tat transport 2, Mot1-301 SUMO 27, Arr AP2 block 0, OPRM1-OPRD1 inv 3, PKA-R1A activ -1, phage Ecoli inh 0.7, MOR-DOR ag -0.7 and PfHsp90 set2 -26.
COc1ccc(CNS(=O)(=O)c2ccc(OC)cc2)cc1 was read as E coli growth -1.9, AddAB inh 2.4, DSG3 Ab inh 102, Tat transport 6, Mot1-301 SUMO -7, Arr AP2 block 16, OPRM1-OPRD1 inv -2, PKA-R1A activ -8, phage Ecoli inh 1.1, MOR-DOR ag 0.5 and PfHsp90 set2 12.
`CCCc1[nH]nc2c1C(c1ccc(OCCN3CCOCC3)c(OC)c1)C(C#N)=C(N)O2` (stereo not drawn) gave E coli growth -1.3, AddAB inh -1.9, DSG3 Ab inh 101, Tat transport -3, Mot1-301 SUMO -7, Arr AP2 block 5, OPRM1-OPRD1 inv 3, PKA-R1A activ -4, phage Ecoli inh -1.7, MOR-DOR ag -0.4 and PfHsp90 set2 17.
For C[C@H](CO)N1C[C@H](C)[C@@H](CN(C)C(=O)NC2CCCCC2)Oc2ccc(NC(=O)NC3CCCCC3)cc2C1=O the results were E coli growth 0.3, AddAB inh 2.4, DSG3 Ab inh 100, Tat transport 1, Mot1-301 SUMO -28, Arr AP2 block 0, OPRM1-OPRD1 inv 12, PKA-R1A activ -16, phage Ecoli inh 2.3, MOR-DOR ag -2.1 and PfHsp90 set2 5.
`CCOC(=O)C(Cc1ccccc1)(Cc1ccccc1)C(C)=O` gave E coli growth 3.6, AddAB inh -0.4, DSG3 Ab inh 109, Tat transport 12, Mot1-301 SUMO -10, Arr AP2 block 12, OPRM1-OPRD1 inv -41, PKA-R1A activ 1, phage Ecoli inh -1.0, MOR-DOR ag 8.5 and PfHsp90 set2 -1.
Screening Cc1ccc(S(=O)(=O)N2CCC(C(=O)Nc3ncccc3O)CC2)cc1 returned E coli growth -2.3, AddAB inh -1.3, DSG3 Ab inh 95, Tat transport -1, Mot1-301 SUMO -10, Arr AP2 block 13, OPRM1-OPRD1 inv 20, PKA-R1A activ -15, phage Ecoli inh 6.9, MOR-DOR ag -5.2 and PfHsp90 set2 16.

Screening results deposited in PubChem by several laboratories.
